Assay outcomes from PubChem BioAssay.
M. tuberculosis GlmU: inhibition of mycobacterial GlmU enzyme – biochemical, glucosamine-1-phosphate acetyltransferase (AID 1376). M. tuberculosis GlmU acetyltransferase enzyme assay; higher % means a stronger effect. inhibition, %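 (tested at 30 µM in the primary screen)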; hits with a dose series show IC50 in µM. Bifunctional protein GlmU (Mycobacterium tuberculosis (strain ATCC 25618 / H37Rv)). hit rate 0.25% among 220,000; in the data active = inhibition above about 13%;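 note: 0% = complete reaction with vehicle and 100% = reaction without substrate; strong numbers were not always called active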
RmlCD inh 1536: M. tuberculosis RmlC/RmlD coupled enzyme inhibitors, primary screen, biochemical, compound mixtures, 384-well, from 1536-well plates; dTDP-4-dehydrorhamnose reductase (Mycobacterium tuberculosis (strain ATCC 25618 / H37Rv)) …; RmlC+RmlD coupled enzyme assay, percent inhibition; primary screen in compound mixtures; inhibition, % at 3.6 µM; hit rate 0.03% among 160,000; in the data active = inhibition mostly above about 34%, no sharp cut-off; note: some results filed as inactive read as strong as hits
Target sequence (P9WH09 whole entry, looked up): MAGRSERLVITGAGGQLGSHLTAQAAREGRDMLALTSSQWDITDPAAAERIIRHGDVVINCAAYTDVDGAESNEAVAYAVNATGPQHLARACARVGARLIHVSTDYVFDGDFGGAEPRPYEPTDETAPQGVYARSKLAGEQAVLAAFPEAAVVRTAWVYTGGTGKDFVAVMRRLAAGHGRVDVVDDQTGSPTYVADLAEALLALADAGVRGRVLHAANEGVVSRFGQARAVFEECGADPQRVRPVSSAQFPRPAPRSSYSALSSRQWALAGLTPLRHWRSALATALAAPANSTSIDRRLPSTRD
Target sequence (P9WH11 whole entry, looked up): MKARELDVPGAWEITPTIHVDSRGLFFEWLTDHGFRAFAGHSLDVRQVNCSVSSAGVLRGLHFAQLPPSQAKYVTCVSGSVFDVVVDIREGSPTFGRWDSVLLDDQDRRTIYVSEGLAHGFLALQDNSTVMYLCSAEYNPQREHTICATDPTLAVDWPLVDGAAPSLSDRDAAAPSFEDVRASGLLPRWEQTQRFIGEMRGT
Starred values were filed as active, the others as inactive; . = not tested or not shown. The list is partial; the hit share may differ from the screen's.

compound,M. tuberculosis GlmU,RmlCD inh 1536
CCOc1cc(CNCCO)ccc1OCC(=O)NC(C)(C)C,-5.7%,15
COC(=O)c1sc(NC(=O)C(C)c2ccccc2)nc1C (centres undefined),-5.7%,-2
c1nc2sc3c(c2c2nnnn12)CCC3,-2.8%,8
COc1cc(OC)c(C#N)c(S(=O)Cc2ccccc2)c1 (centres undefined),-4.0%,-7
O=C(NCc1c(F)cccc1F)c1cc(COc2c(F)cccc2F)on1,9.7%,7
CCc1nc(SCC(=O)N2CCN(C(=O)c3ccco3)CC2)c2c3c(sc2n1)CCCC3,6.6%,.
CCOC(=O)c1cc(NC(=O)CSc2nnc(CN3CCOCC3)n2C)ccc1Cl,3.9%,.
CCC(=O)c1c(NC(CC)CO)cc(C)oc1=O (centres undefined),1.3%,-9
Cc1ccc(C(=O)c2ccc([N+](=O)[O-])cc2)cc1,4.1%,70
O=C(CSCc1ccc(Cl)cc1)N/N=C/c1ccc(OCC(=O)Nc2ccccc2)cc1,1.9%,0
CCc1nnc(SCc2ccc(OC(C)C)cc2)n1N,-4.5%,0
CCOC(=O)N1CCN(C(=O)CCn2c(=S)[nH]c3ccsc3c2=O)CC1,-1.7%,3
CCOc1ccc(NC(=O)CN(C)CC(=O)Nc2ccc(F)c(F)c2F)cc1OCC,-6.0%,-10
O=c1c2ccccc2nnn1COc1ccc(Cl)cc1Br,-1.2%,-6
CC(C)=CCN1CCN(Cc2ccoc2)CC1CCO (centres undefined),-6.2%,.
O=C(CSc1nccc(=O)[nH]1)NCc1ccc(Cl)cc1,-7.2%,.
CN1C(=S)SC2CS(=O)(=O)CC21 (centres undefined),-1.0%,27
COc1ccc(CN(C(=O)c2cccs2)c2ccccc2C(=O)O)cc1,2.4%,29
CCOC(=O)C1=C(CNCc2ccccc2Cl)NC(=O)NC1c1cccc([N+](=O)[O-])c1 (centres undefined),-1.3%,8
COC(=O)c1nn(-c2ccc(OC)cc2)c(=O)cc1Oc1ccccc1,0.7%,-6
Cc1cc(NC(=O)CSc2ccc3nnc(-c4cccc(F)c4)n3n2)no1,-4.8%,8
O=C(Nc1cccc(NS(=O)(=O)c2ccc(S(=O)(=O)NC3CC3)cc2)c1)c1ccccn1,5.6%,9
COCCNCCCOc1ccc(Cl)cc1Br,0.7%,-2
CCn1nnnc1SCC(=O)c1ccc(NC(C)=O)cc1,2.5%,2
Cc1ccc2c(c1)-c1nc3ccccc3cc1C2=NC1CCCCC1,-2.8%,-4

(continued)
compound,M. tuberculosis GlmU,RmlCD inh 1536
O=c1cc(Nc2ccc3c(c2)OCO3)[nH]c(=O)n1-c1ccc(Br)cc1,-5.9%,7
CCc1ccc(NC(=O)Nc2c(C)n(C)n(-c3ccccc3)c2=O)cc1,-1.0%,-11
CC(C)C[C@H](NC(=O)c1nc[nH]c1C(=O)N1CCN(c2ccccc2)CC1)C(=O)OC(C)(C)C,-1.6%,.
CCc1cccc2c(C(=S)N3CCCC3)c[nH]c12,4.5%,4
Cc1cc(=O)oc2cc(OCC(=O)OCC(=O)N(C)C3CCS(=O)(=O)C3)ccc12 (centres undefined),.,9
COc1ccc(C(CC(=O)N2CCCCC2)C(C)C)cc1 (centres undefined),3.6%,17
CCCCc1ccc(NC(=O)CN2NS(=O)(=O)c3ccccc3C2=O)cc1,-1.9%,.
Clc1ccccc1CN(Cc1ccccc1)c1ncnc2nc[nH]c12,0.1%,-6
Nc1nc(SCc2ccc(Cl)cc2)ns1,0.2%,.
CC(C)[C@H](NC(=O)NC1CCCc2ccccc21)C(=O)O (some centres undefined),0.7%,3
CC(=O)N(Cc1cccs1)C1CCOC(C)(C)C1 (centres undefined),0.9%,.
COc1ccc(-c2nc3c4ccccc4[nH]c(=O)n3n2)cc1,-1.5%,-8
COc1ccccc1N1CCN(C(=O)Cn2nc(C(F)(F)F)c3c2CCC3)CC1,-2.3%,.
CN(C)c1ccc(/C=N/n2ncc3ccccc32)cc1,6.9%,-9
COC(=O)c1ccc(NC(=O)CSc2n[nH]c(-c3ccncc3)n2)cc1,-3.2%,3
Cc1ccc2nc(Cl)c3cc(C(=O)NCCCN4CCCC4)sc3c2c1,4.5%,5
COc1ccc(-c2nn(C)c(=O)c3ccccc23)cc1CNC(=O)CN1CCOCC1,-3.0%,.
CC(Oc1ccccc1)C(=O)Nc1nc2c(s1)C(=O)CC(C)(C)C2 (centres undefined),0.9%,11
CCCCNS(=O)(=O)c1ccc2nc(SCC(=O)Nc3sccc3C#N)[nH]c2c1,11%,.
COc1ccc(N(C(=O)C(C)C)S(=O)(=O)c2ccc3c(c2)n(C)c(=O)n3C)cc1,1.9%,.
COC1(OC)N=C(N)C2(C#N)C(c3cccc(Oc4ccccc4)c3)C12C#N (centres undefined),1.5%,-5
Cc1cc(/C=N/NC(N)=S)c(O)c(/C=N/NC(N)=S)c1,4.7%,5
O=C(COc1ccc(Cl)cc1)NCCSc1ccccc1,0.9%,-12
CCCn1c(-c2cccs2)nc2nc3ccccc3nc21,1.4%,.
O=C(CCc1ccc(S(=O)(=O)NCc2ccccc2)cc1)N1CCN(Cc2ccc3c(c2)OCO3)CC1,5.7%,4

A different layout for some results above:
O=C(COc1ccc(Cl)cc1)NCCSc1ccccc1
- M. tuberculosis GlmU = 0.9%
- RmlCD inh 1536 = -12
CCCn1c(-c2cccs2)nc2nc3ccccc3nc21
- M. tuberculosis GlmU = 1.4%
- RmlCD inh 1536 = .
O=C(CCc1ccc(S(=O)(=O)NCc2ccccc2)cc1)N1CCN(Cc2ccc3c(c2)OCO3)CC1
- M. tuberculosis GlmU = 5.7%
- RmlCD inh 1536 = 4

The results go on:
Sequence of screens: M. tuberculosis GlmU, RmlCD inh 1536
CCCC1CCC(c2ccc(C(=O)NN)cc2)CC1 (centres undefined)
→ 1.0%, .
CCCC(=O)c1ccc(CP(=O)(OCC)OCC)o1
→ -0.6%, 1
Cn1nnc(NC(=O)c2ccccc2)n1
→ -0.5%, .
COCCn1c(SCc2ccccc2F)nc2ccccc2c1=O
→ -3.7%, -4
NC(=O)c1c(NC(=O)CSc2nnc(-c3ccco3)n2N)sc2c1CCCC2
→ 3.2%, .
COC(=O)c1ccc(NC2(C#N)C(=O)Nc3ccccc32)cc1 (centres undefined)
→ -1.7%, -6
O=C(C1CCN(S(=O)(=O)c2cccc3cccnc23)CC1)N1CCN(C2CCCCC2)CC1
→ 1.8%, 12
COC(=O)CSc1nc(NC#N)nc(NC(C)(C)C)n1
→ 3.4%, 1
COCCCN(CC(=O)Nc1ccc(N2CCOCC2)cc1)S(=O)(=O)c1ccc(Cl)cc1
→ 2.9%, 4
Cc1cc(C)n(C(=O)CNC(=O)C2COc3ccccc3O2)n1 (centres undefined)
→ 1.5%, .
CC(=O)Nc1ccccc1NC(=O)c1ccccc1
→ 1.3%, 24
O=C(Cc1cccc2ccccc12)NN1C(=O)/C(=C\c2cccnc2)SC1=S
→ -3.1%, -12
COc1ccccc1NC(=O)CN1C(=O)NC(CC(C)C)C1=O (centres undefined)
→ -0.6%, .
CCN(CC)S(=O)(=O)c1cccc(-c2nnc(SCc3ncc(-c4ccccc4)o3)n2C)c1
→ -1.3%, .
COC(=O)N1[C@H](C)C=C[C@]1(Cc1ccccc1)C(=O)O
→ 2.0%, .
CC1(C)CC(=O)C2=C(C1)Nc1ccccc1S2
→ -1.9%, 10
COc1cc(NC(=O)c2nnn(Cc3ccc(SC)cc3)c2N)cc(OC)c1
→ -1.4%, -7
O=C1c2ccccc2C(O)(c2ncc[nH]2)N1CCc1ccccc1 (centres undefined)
→ -0.5%, .
O=C(Cn1nc(-c2ccc(Cl)cc2)c2ccccc2c1=O)Nc1cccnc1
→ -4.6%, .
COc1ccc(NC(=O)c2cccnc2NCCc2ccccc2)cc1
→ 3.0%, 106

Continuation:
Sequence of screens: M. tuberculosis GlmU, RmlCD inh 1536
C=CCNC(=O)/C(=C\c1ccc(Br)cc1)NC(=O)c1ccccc1OC
→ 4.7%, 2
COC(=O)c1ccccc1S(=O)(=O)C(C)(C)C
→ -2.9%, .
Cc1cccn2cc(CCNC(=O)c3ccc(Br)o3)nc12
→ -1.0%, 7
COc1cccc(NC(=O)CSCC(=O)O)c1
→ -0.3%, -2
CCOc1ccc(CN2CCN(C(=O)c3cccc(F)c3)CC2)cc1
→ 0.6%, -5
CCS(=O)(=O)N1CCN(c2ccc(Cl)cc2[N+](=O)[O-])CC1
→ -2.1%, -9
O=C(Nn1c(=O)[nH]c2ccsc2c1=O)c1ccccc1
→ 1.8%, 9
Cc1ccc(CN2CCN(C(=O)CCN3C(=O)c4ccccc4C3=O)CC2)cc1
→ -1.1%, .
C=CCNc1ncnc2c1[nH]c1ccc(Cl)cc12
→ 1.3%, -9
Cc1cc(C)c(NC(=O)c2sc3nc4c(cc3c2N)C(=O)CC(C)(C)C4)c(C)c1
→ -3.4%, .
NNC(=O)c1cc2c(N3CCC(Cc4ccccc4)CC3)ncnc2s1
→ 3.3%, -14
COCCN1C(=O)C(CC(=O)Nc2ccc(C(=O)O)cc2)SC1=Nc1ccccc1 (centres undefined)
→ ., 3
Fc1ccc(COc2cccc3cccnc23)cc1
→ -2.6%, 10
Cc1c(Cl)c([N+](=O)[O-])nn1CC(=O)NC12CC3CC(CC(C3)C1)C2
→ -1.8%, .
O=C(C/C=N/OCc1ccc(F)cc1Cl)c1cnc(-c2ccccc2)s1
→ -4.0%, 6
Cc1nc(NC(C)C(=O)O)c2nc(C)oc2n1 (centres undefined)
→ 1.3%, 15
COc1ccccc1NC(=O)c1c(N=Cc2c(O)ccc3ccccc23)cnn1C
→ -2.5%, 9
CCn1c(=O)c([N+](=O)[O-])c(NCC(O)c2ccccc2)c2ccccc21 (centres undefined)
→ 8.1%, -5
Cc1ccnn2cc3c(=O)n(C)c(=O)n(C)c3c12
→ ., 10
COCCN1C=C(C(=O)OC)C(c2cc(Br)c(OC)c(OC)c2)C(C(=O)OC)=C1
→ -1.6%, 17

Profiles from above. Values in the order: M. tuberculosis GlmU	RmlCD inh 1536
`CCc1nc(SCC(=O)N2CCN(C(=O)c3ccco3)CC2)c2c3c(sc2n1)CCCC3` is listed with 6.6%	.
`COC(=O)c1sc(NC(=O)C(C)c2ccccc2)nc1C` (centres undefined) is listed with -5.7%	-2
`CCn1c(=O)c([N+](=O)[O-])c(NCC(O)c2ccccc2)c2ccccc21` (centres undefined) is listed with 8.1%	-5
`CCn1nnnc1SCC(=O)c1ccc(NC(C)=O)cc1` is listed with 2.5%	2
`COC(=O)CSc1nc(NC#N)nc(NC(C)(C)C)n1` is listed with 3.4%	1

(further entries)
Sequence of screens: M. tuberculosis GlmU, RmlCD inh 1536
O=C(COC(=O)c1ccco1)Nc1cccc(Br)c1
→ 0.2%, -3
Cc1cc(Cl)ccc1OCC(=O)NN1C(=O)C2C3C=CC(C3)C2C1=O (centres undefined)
→ -2.6%, 5
CN(C)c1nc2c(c(=O)n(C)c(=O)n2C)n1CC(=O)c1cccs1
→ -3.6%, .
CCCc1cc(-c2n[nH]c(=S)n2CC)cs1
→ 1.1%, 5
O=C(O)CSc1nnc(Cn2cnc3ccccc32)n1CCc1ccccc1
→ 2.4%, -7
O=C(c1ccco1)N1CCN(CC(O)Cn2c3ccccc3c3ccccc32)CC1 (centres undefined)
→ 4.5%, -17
COc1ccccc1-c1nnc(SCC(=O)c2ccc(C3CCCCC3)cc2)n1Cc1ccco1
→ -0.5%, .
CCOP(=S)(OCC)SCOC(=O)NCC(=O)OC
→ 4.7%, -2
O=C(CN1CCN(Cc2ccccc2F)C1=O)NCc1ccco1
→ -3.9%, 2
O=C(c1ccco1)N1CCCN(C(=O)c2ccco2)CC1
→ -3.5%, .
OC(Cn1cncn1)c1ccc(Cl)cc1 (centres undefined)
→ 8.7%, -12
O=C(Nc1ncc(Cc2cccc(Cl)c2)s1)C1CCCO1 (centres undefined)
→ -0.1%, .
CC(C)[C@H](NC(=O)c1ccc(C(C)(C)C)cc1)C(=O)Nc1nnc(C2CC2)s1
→ 0.8%, 4
COc1cc(/C=N/NC(=O)CC23CC4CC(CC(C4)C2)C3)cc(Br)c1OCC(=O)N(C)C
→ 2.4%, 16
CCC(c1nnnn1Cc1ccccc1)N(Cc1ccco1)Cc1cc2cc(OC)ccc2[nH]c1=O (centres undefined)
→ -0.3%, -8
C#CCO[C@@H]1C[C@H](n2cnc3c(=O)[nH]c(NC(=O)C(C)C)nc32)O[C@@H]1CO
→ 3.5%, -8
Nc1c(C(=O)OCc2ccccc2)c2nc3ccccc3nc2n1Cc1cccs1
→ 1.4%, -1
O=C(NC(NC(=S)Nc1ccc(Cl)cc1Cl)C(Cl)(Cl)Cl)c1cccc([N+](=O)[O-])c1 (centres undefined)
→ -6.7%, -4
COc1ccc(S(=O)(=O)c2nnn(-c3ccccc3Cl)c2N)cc1
→ 0.8%, 6
O=c1[nH][nH]c(C(F)(F)F)c1C=Nc1cccc(Cl)c1
→ 0.4%, -7

More records.
Sequence of screens: M. tuberculosis GlmU, RmlCD inh 1536
CN(C)c1ccc(/C=N/NC(=O)c2sccc2-n2cccc2)cc1
→ 12%, 5
CN(NS(=O)(=O)c1ccc(F)cc1)c1ncc(C(F)(F)F)cc1Cl
→ -1.4%, -35
O=C(N/N=C(\c1ccccc1)c1cccnc1)C(O)(c1ccccc1)c1ccccc1
→ -6.5%, 25
COc1ccc2[nH]cc(CCNS(=O)(=O)c3ccc(C)cc3)c2c1
→ 1.1%, .
CC(=O)Nc1ccc(C(O)(C(F)(F)F)C(F)(F)F)cc1
→ -3.8%, -7
COC(=O)[C@H](C)NC(=O)Nc1ccc(OC(F)(F)F)cc1
→ -2.4%, 2
CC1(C)NC(=O)N(CCCCOc2ccc3ccccc3c2Cl)C1=O
→ 0.4%, 0
